Screens (PubChem)
USP1 inh: Inhibitors of USP1/UAF1: Primary Screen | AID 743255, 2014 | Potency, µM (doses to about 57.1 µM), for inactives: at the highest dose activity change, negative = inhibition, hits mostly inhibitors | recombinant USP1/UAF1, Ub-Rhodamine cleavage fluorescence | Ubiquitin carboxyl-terminal hydrolase 1 (Homo sapiens), O94782 | 0.23% of 390,000 active; further: on the % scale 0 is the no-effect control and ±100 the full control effect; nearly all actives have a fitted effect of over 60% in size; inactives centre near -12
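High-throughput fluorogenic screen: 1nM USP1/UAF1 complex, Ub-Rho substrate 150nM final, 50mM HEPES pH 7.8 with 0.5mM EDTA, 0.1 mg/ml BSA, 1mM TCEP and 0.01% Tween-20.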
Vif-A3F inh: qHTS for Inhibitors of Vif-A3F Interactions: qHTS; HeLa A3F-eYFP + Vif (tagged APOBEC3F with the HIV-1 protein that degrades it), YFP fluorescence increase; Potency, µM (series often up to 46.1 µM), without a hit: at the top dose activity, negative = active; 0.2% of 390,000 active; further: % of control where 0% means no effect; nearly all actives have a fitted effect of over 65% in size
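HeLa cells stably expressing A3F-eYFP plus Vif, plated and incubated overnight at 37 deg C, then exposed to compounds overnight at 37 deg C. Blocked degradation read as raised yellow fluorescence (Ex 488/Em 500-530).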
RXFP1 agonist: qHTS Assay for Agonists of the Relaxin Receptor RXFP1. Relaxin receptor 1 (Homo sapiens), Q9HBX9. HEK293T-RXFP1 cAMP TR-FRET, 30 min; response scale: percent of porcine relaxin response, buffer zero. Potency, µM (series often up to 57.5 µM), for inactives: at the highest dose activation, most hits filed as activators. 0.3% of 370,000 active. AID 2676, 2010; further: on the % scale 0 is the no-effect control and ±100 the full control effect; nearly all actives have a fitted effect of over 60% in size; many of its hits are not listed in these tables
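Agonist response is measured as cAMP accumulation in an RXFP1-transfected HEK293T line under PDE4 inhibition. Values are scaled between buffer-only and 29 nM porcine relaxin, and EC50s come from standard Hill equation fits.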
TrxR1 substrate: qHTS Assay for Substrates of Mammalian Selenoprotein Thioredoxin Reductase 1 (TrxR1): qHTS | Thioredoxin reductase 1, cytoplasmic (Rattus norvegicus), O89049 | purified TrxR1 substrate turnover, NADPH consumption readout | Potency, µM (series often up to 114 µM), for the others: at the top dose activity change, negative = substrate turnover | 0.01% of 390,000 active; further: on the % scale 0 is the no-effect control and ±100 the full control effect; nearly all actives have a fitted effect of over 50% in size
Target sequence (O89049 whole entry, looked up): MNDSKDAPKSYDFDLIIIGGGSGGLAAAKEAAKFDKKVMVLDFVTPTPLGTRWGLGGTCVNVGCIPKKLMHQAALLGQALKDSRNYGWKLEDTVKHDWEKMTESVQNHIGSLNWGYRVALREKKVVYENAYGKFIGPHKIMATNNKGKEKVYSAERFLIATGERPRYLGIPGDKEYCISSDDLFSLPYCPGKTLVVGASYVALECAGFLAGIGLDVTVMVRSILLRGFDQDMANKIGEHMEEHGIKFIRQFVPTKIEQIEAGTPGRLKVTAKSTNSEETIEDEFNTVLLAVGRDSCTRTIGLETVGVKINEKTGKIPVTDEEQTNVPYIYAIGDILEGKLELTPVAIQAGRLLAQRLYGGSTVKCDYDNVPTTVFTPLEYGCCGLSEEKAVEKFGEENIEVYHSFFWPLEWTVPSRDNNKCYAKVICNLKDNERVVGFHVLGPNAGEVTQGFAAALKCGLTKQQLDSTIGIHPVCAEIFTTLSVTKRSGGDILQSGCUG
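Rat TrxR1, dispensed at 90 nM, was prereduced with 400 uM NADPH (final) for 5 min at ~22 deg C, then incubated with compound 15 min before 400 uM selenite. A first-read NADPH fluorescence drop versus no-compound background flagged substrates.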
Vif-APOBEC3G blk: qHTS for Inhibitors of Vif-A3G Interactions: qHTS; DNA dC->dU-editing enzyme APOBEC-3G (Homo sapiens), Q9HC16; HeLa A3G-eYFP + Vif (tagged APOBEC3G with the HIV-1 protein that degrades it), YFP fluorescence, overnight; Potency, µM (doses to about 46.1 µM), for the others: top-dose activity, negative = active, actives largely listed as inhibitors; 0.076% of 410,000 active; AID 602310, 2012;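 further: on the % scale 0 is the no-effect control and ±100 the full control effect; nearly all actives have a fitted effect of over 60% in size; hits raise eYFP signal because A3G escapes Vif-driven loss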
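Read-out is eYFP fluorescence (Ex 488/Em 500-530) from Vif-expressing HeLa A3G-eYFP cells; more signal means A3G escaped Vif-mediated degradation. Cells plated overnight, compound pinned in, incubated overnight at 37 deg C.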
TrxR1 inh: qHTS Assay for Inhibitors of Mammalian Selenoprotein Thioredoxin Reductase 1 (TrxR1): qHTS | recombinant rTrxR1, NADPH fluorescence consumption, selenite substrate | Potency, µM (doses to about 114 µM), for the others: at the highest dose activity change, negative = inhibition, actives largely listed as inhibitors | 1% of 390,000 active | Thioredoxin reductase 1, cytoplasmic (Rattus norvegicus), O89049; further: on the % scale 0 is the no-effect control and ±100 the full control effect; nearly all actives have a fitted effect of over 65% in size
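Rat TrxR1 (90 nM in the dispensed reagent) was pre-reduced with 400 uM NADPH for 5 min at room temperature, then incubated with compound for 15 min. After 400 uM selenite was added, NADPH fluorescence (Ex 340/Em 450 nm) was followed for 8 min.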
ALOX12 inh: Primary qHTS assay for inhibitors of human arachidonate 12S-lipoxygenase (ALOX12): Round 2. 1.1% of 580,000 active. purified 12hLO, xylenol orange hydroperoxide absorbance. Polyunsaturated fatty acid lipoxygenase ALOX12 (Homo sapiens), P18054. Potency, µM (series often up to 108 µM), inactives show top-dose activity change, negative = inhibition, usual class: inhibitors; further: on the % scale 0 is the no-effect control and ±100 the full control effect
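Hydroperoxide product was detected by ferrous iron/xylenol orange as the 573 to 405 nm absorbance ratio. Arachidonic acid at 40 uM (final) was turned over for 30 min at room temperature by 150 nM human 12hLO, pH 7.0 Hepes buffer, after 15 min compound preincubation.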
mIDH1 inhibitor: qHTS for Inhibitors of mutant isocitrate dehydrogenase 1 (IDH1): qHTS; Isocitrate dehydrogenase [NADP] cytoplasmic (Homo sapiens), O75874; IDH1-R132H enzyme, NADPH consumption, diaphorase/resazurin fluorescence; Potency, µM (top dose mostly 76.6 µM), for the others: top-dose activity change, negative = inhibition, usual class: inhibitors; 0.093% of 390,000 active; further: on the % scale 0 is the no-effect control and ±100 the full control effect; nearly all actives have a fitted effect of over 65% in size
Target sequence (O75874 whole entry R132H, stated change not applied): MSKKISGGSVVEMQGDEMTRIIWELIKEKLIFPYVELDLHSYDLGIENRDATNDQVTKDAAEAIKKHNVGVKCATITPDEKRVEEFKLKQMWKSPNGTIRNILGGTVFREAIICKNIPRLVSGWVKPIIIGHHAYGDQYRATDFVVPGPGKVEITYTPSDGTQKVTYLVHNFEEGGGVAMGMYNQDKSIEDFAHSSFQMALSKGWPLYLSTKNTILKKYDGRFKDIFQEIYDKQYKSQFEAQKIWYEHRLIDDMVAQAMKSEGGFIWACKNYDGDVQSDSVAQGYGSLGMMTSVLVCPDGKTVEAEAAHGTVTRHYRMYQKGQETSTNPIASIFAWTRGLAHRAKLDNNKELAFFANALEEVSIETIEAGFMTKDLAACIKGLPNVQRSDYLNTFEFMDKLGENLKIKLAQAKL
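IDH1-R132H (0.5 ug/mL) preincubated 30 min with compound, then NADPH (0.016 mM) and alpha-KG (2 mM) added; 80 min at RT, pH 7.5. Remaining NADPH coupled via diaphorase/resazurin to fluorescence (540/590 nm); concentration-response curves normalized to no-enzyme control.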
RGS4 inhibitor: Inhibitors of Regulator of G Protein Signaling (RGS) 4: qHTS; 0.039% of 390,000 active; Transcreener GDP fluorescence polarization, RGS4-accelerated GTP hydrolysis; Regulator of G-protein signaling 4 (Homo sapiens), P49798; Potency, µM (doses to about 114 µM), for inactives: top-dose activity change, negative = inhibition, hits mostly inhibitors; further: on the % scale 0 is the no-effect control and ±100 the full control effect; nearly all actives have a fitted effect of over 75% in size; some results filed as inactive show a strong effect at the top dose
Target sequence (P49798 whole entry, looked up): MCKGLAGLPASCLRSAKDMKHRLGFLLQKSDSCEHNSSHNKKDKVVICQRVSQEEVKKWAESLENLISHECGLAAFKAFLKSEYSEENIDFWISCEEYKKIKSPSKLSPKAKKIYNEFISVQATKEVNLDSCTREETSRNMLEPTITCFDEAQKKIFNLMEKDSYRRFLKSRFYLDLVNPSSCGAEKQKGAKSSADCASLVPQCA
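MLSMR compounds (23 nl, pin-transferred) preincubated 10 min at room temperature with a 500nM (2x) first reagent, then RGS4 at 900nM (2x) plus Transcreener GDP mix added; fluorescence polarization (620/688 nm) read before and after 90 min at 30 °C.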
* hit, by the source's call; ? = inconclusive; . = not tested or not shown; & = joins results of further samples; [ ] = another dose, or the depositor's remark. The call rests on the fitted dose curve; in most records, active means well fitted curve in the direction sought with a large enough effect; inconclusive means small, poorly fitted or top-dose-only effect, or another doubt; inactive means no such curve, though single readings can be large; an effect the other way counts as inactive or inconclusive. Potency means the concentration at half of the fitted maximal effect. An excerpt; count on the stated rates, not on these rows.

SMILES	USP1 inh	Vif-A3F inh	RXFP1 agonist	TrxR1 substrate	Vif-APOBEC3G blk	TrxR1 inh	ALOX12 inh	mIDH1 inhibitor	RGS4 inhibitor
C[N+](C)(CC#Cc1ccccc1)CC(=O)c1ccccc1	8.2%	2.2%	1.5%	-12.9%	-0.8%	-19.6%	-8.3%&-20.2%	0.1%	10.0%
COc1cc(/C=C/C(=O)O)ccc1OCc1ccc([N+](=O)[O-])cc1	-10.9%	19.0%	2.7%	-2.6%[57.1 µM]	1.2%	-3.1%[57.1 µM]	?	-1.4%	33.9%
Cc1cccn2cc(CNc3ccccc3)nc12	-9.3%	-1.3%	0.4%	2.7%[57.1 µM]	-7.3%	20.1%[57.1 µM]	-8.6%	1.8%	-9.4%
COCCn1c(SCC(=O)Nc2c(C)n(C)n(-c3ccccc3)c2=O)nnc1-c1ccncc1	-19.1%	-8.8%	0.0%	-1.1%	0.9%	-16.4%	-9.2%	2.5%	-18.1%
CCC(Oc1ccccc1)C(=O)Nc1ccc(OCc2cc(=O)n3ccccc3n2)cc1 (stereo not given)	-15.5%	1.1%	26.9%	4.3%[57.1 µM]	3.1%	22.3%[57.1 µM]	-26.9%	-5.6%	22.2%
COc1ccc(CNC(=O)COC(=O)c2ccc(OCc3c(C)noc3C)cc2)cc1OC	-2.0%	2.3%	0.0%	-7.1%	1.3%	-9.9%	-28.1%	-2.7%	?
O=C(Cn1cccc1C(=O)c1ccccc1)NCCC1=CCCCC1	-15.0%	12.0%	-3.1%	-4.5%[57.1 µM]	0.9%	21.1%[57.1 µM]	-5.1%	1.8%	1.5%
C#CC[N+](C)(C)CCCCCCCCC	-6.0%	-17.3%	-1.4%	4.2%	-4.2%	10.2%	21.0%	-1.9%	-17.6%
COC(=O)Cn1ccc2cc(S(=O)(=O)N3CCCCCC3)ccc21	-20.4%&7.9%	1.9%&-2.6%	-1.9%&-2.2%	-6.7%&4.6%	1.6%&-3.4%	1.4%&2.0%	0.0%&-13.8%	-6.7%&1.1%	-14.1%&-18.0%
CCOC(=O)C1CCN(C(=O)c2cc3cc(Br)ccc3oc2=O)CC1	-10.0%	-0.9%	6.8%	1.0%	0.0%	6.5%	-9.2%	-12.3%	15.5%
CC(C(=O)NC1CCCc2ccccc21)N1CCN(Cc2ccc3c(c2)OCO3)CC1 (stereo not given)	-18.3%	5.8%	0.9%	-6.2%	0.2%	-16.2%	-5.3%	2.1%	1.4%
Cc1sc2nc(CSc3nnnn3-c3ccc(Cl)cc3)[nH]c(=O)c2c1C	-14.4%	31.6µM*	0.6%	-9.1%	-18.8%	-9.7%	-18.7%	6.1%	-41.5%
O=[N+]([O-])c1cccnc1N1CCC(c2cc(-c3ccc(Cl)cc3)n[nH]2)CC1	-19.9%	?	0.4%	1.8%	-14.7%	4.2%	?	0.5%	-8.6%
N#Cc1ccc(NC(=O)C2=COCCO2)cc1	-18.2%	3.3%	4.3%	-2.7%	0.7%	10.8%	324.1%[activator]	-7.6%	-14.6%
CCOc1cc(/C=N/NC(=O)c2ccc(N(C)S(=O)(=O)c3ccccc3)cc2)ccc1OC	-3.8%	-9.4%	1.9%	30.9%	-3.6%	19.4%	4.7%	1.8%	-5.1%
COc1ccc(-c2cc(C(=O)NCc3ccco3)c3ccccc3n2)cc1OC	-13.2%	0.9%	.	25.6%	-0.1%	17.2%	98.0%[activator]	-5.9%	12.0%
CCOC(=O)c1cnc2c(C)cc(Cl)cc2c1NCCc1ccc(OC)c(OC)c1	-5.6%	-0.3%	?	3.8%	-0.9%	7.7%	-7.1%	-13.9%	-3.4%
COC(=O)c1ccccc1OC(=O)c1cc2ccccc2oc1=O	-23.4%	-0.7%	0.2%	13.8%	1.1%	13.1%	14.4%	0.0%	-8.4%[56.9 µM]
CS(=O)(=O)c1ccccc1C(=O)Nc1cccc(-c2nc3ccccc3o2)c1	-12.2%	5.4%	3.6%	-1.5%	2.0%	29.2%	31.8%[activator]	-7.0%	-0.5%
Cc1cccc(S(=O)(=O)N(C)C[C@@H]2OCc3cnnn3CCCC(=O)N([C@@H](C)CO)C[C@@H]2C)c1	?	1.3%	.	.	-0.1%	.	73.4%[activator]	-2.6%	.
O=C(NCCc1nc2ccccc2n1Cc1ccc(Cl)cc1)c1ccccc1	-17.5%	-4.7%	-1.6%	-3.8%	-3.8%	-2.3%	1.5%	-0.7%	-3.8%
O=C(Cc1ccc(-n2cccc2)cc1)N1CCc2ccccc21	0.1%	3.0%	2.7%	9.4%[57.1 µM]	-1.2%	20.1%[57.1 µM]	114.6%[activator]	-2.4%	14.7%
Cc1cc(C(=O)NNS(=O)(=O)c2ccc(F)cc2)nn1C(C)(C)C	-16.5%	0.0%	3.7%	-5.6%	-2.6%	-10.7%	?	1.6%	-6.6%
Cc1nn(CC(=O)NCc2cccc(Br)c2)c(=O)c2c1sc1ccccc12	-12.0%	?	18.3%	38.1%[activator]	0.3%	25.6%	-8.6%	15.8%	-14.5%
CCOc1cc(C(c2c(C)[nH][nH]c2=O)c2c(C)[nH][nH]c2=O)ccc1O	?	0.6%	1.3%	-18.1%	-8.3%	?	-25.2%	11.3%	-12.0%

Taken from the entries so far, two compounds:
SMILES	USP1 inh	Vif-A3F inh	RXFP1 agonist	TrxR1 substrate	Vif-APOBEC3G blk	TrxR1 inh	ALOX12 inh	mIDH1 inhibitor	RGS4 inhibitor
C[N+](C)(CC#Cc1ccccc1)CC(=O)c1ccccc1	8.2%	2.2%	1.5%	-12.9%	-0.8%	-19.6%	-8.3%&-20.2%	0.1%	10.0%
COc1cc(/C=C/C(=O)O)ccc1OCc1ccc([N+](=O)[O-])cc1	-10.9%	19.0%	2.7%	-2.6%[57.1 µM]	1.2%	-3.1%[57.1 µM]	?	-1.4%	33.9%

In the list so far, these have an aryl thioether with sulfur outside any ring:
SMILES	USP1 inh	Vif-A3F inh	RXFP1 agonist	TrxR1 substrate	Vif-APOBEC3G blk	TrxR1 inh	ALOX12 inh	mIDH1 inhibitor	RGS4 inhibitor
COCCn1c(SCC(=O)Nc2c(C)n(C)n(-c3ccccc3)c2=O)nnc1-c1ccncc1	-19.1%	-8.8%	0.0%	-1.1%	0.9%	-16.4%	-9.2%	2.5%	-18.1%
Cc1sc2nc(CSc3nnnn3-c3ccc(Cl)cc3)[nH]c(=O)c2c1C	-14.4%	31.6µM*	0.6%	-9.1%	-18.8%	-9.7%	-18.7%	6.1%	-41.5%

(continued)
SMILES	USP1 inh	Vif-A3F inh	RXFP1 agonist	TrxR1 substrate	Vif-APOBEC3G blk	TrxR1 inh	ALOX12 inh	mIDH1 inhibitor	RGS4 inhibitor
C/C(=N\NC(=O)c1cccc(C)c1)c1cccc(NC(=O)c2ccco2)c1	-15.8%	1.2%	-0.1%	-6.7%	2.2%	-2.9%	-5.0%	6.5%	-10.2%
CCOC(=O)c1cc2sccc2n1CC(=O)O	-9.8%	-4.1%	6.1%	13.3%	1.1%	30.6%[activator]	-1.1%[57.4 µM]	7.7%	18.1%
O=S(=O)(c1cccc(C(F)(F)F)c1)N1CCN(c2nc(-c3cccs3)nc3ccccc23)CC1	.	.	.	3.1%	0.5%	7.1%	.	.	-10.2%
Fc1ccc(CNCc2ccc3c(c2)OCO3)cc1	4.1%	-0.8%	1.9%	-11.0%[57.1 µM]	0.3%	-15.5%[57.1 µM]	17.3%	2.2%	-5.0%
Cc1oc(C)c2c(=O)cc(-c3ccc4c(c3)OCO4)cc(OC(=O)c3ccc(Cl)cc3)c12	-0.8%	-16.8%	0.2%	-3.9%	4.0%	-15.0%	6.0%	-16.0%	-13.2%
COc1ccc(-c2nnc3sc(-c4cccs4)nn23)cc1OC	-14.2%	0.1%	5.8%	5.4%	-0.4%	9.3%	10.1%	0.0%	9.9%
N#Cc1cccnc1N1CCN(C(=O)c2ccc3c(c2)S(=O)(=O)c2ccccc2C3=O)CC1	-13.2%	2.8%	.	16.4%[57.1 µM]	-1.9%	15.7%	-14.6%	7.7%	-5.8%
CCOC(=O)CSc1nnc(CSc2nc3sc4c(c3c(=O)[nH]2)CCC4)n1-c1ccccc1	-11.1%	-3.0%	1.8%	3.6%	-1.0%	-1.8%	0.0%	-8.6%	-29.9%
COc1cccc(CNC23CC4CC(CC(C4)C2)C3)c1OCc1ccccc1	-23.2%	-8.5%	1.3%	8.8%	3.1%	35.0%	-25.1%	-0.9%	-4.0%
Cc1cccc(N=C(NO)c2nonc2N)c1	0.1%	-2.0%	5.2%	-1.5%	-0.7%	3.6%	-13.8%	1.7%	4.5%
COc1ccc(CNC(=O)CN(c2cccc(OC)c2)S(C)(=O)=O)cc1	6.5%	-17.2%	1.1%	-5.7%	0.3%	12.5%	-2.5%	0.8%	-16.0%
